Screens as filed in PubChem BioAssay.
NPR2 activator: GC-B (human) receptor activation; P20594; HEK293-GC-B cells, CNP EC30, cGMP TR-FRET; 0% at EC30 CNP, 100% saturating CNP; activation, % at 10 µM; 370,000 compounds, 0.11% hits;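 active = activation at 10 µM reaching about 35% in either raw or pattern-adjusted values, limit read from the data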
HTRA1 inhibitor: HTRA1 (human) protease inhibition | recombinant HTRA1, FP-rhodamine activity-based probe, fluorescence polarization | AID 504803 | Q92743 | 340,000 compounds, 0.5% hits | inhibition, % at 5.96 µM; in the data active = inhibition above about 36%;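 note: 0% = enzyme with DMSO and 100% = wells lacking enzyme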
NR1D1 modulator: Rev-erb alpha (human) modulation | P20393 | Rev-erbα–FITC-DNA binding, fluorescence polarization, 90 min | activity, % at 10 µM | 370,000 compounds, 0.79% hits | AID 1259318;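 active = activity above about 14%, limit read from the data; passing the limit was not always enough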;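 note: 0% = DMSO wells with 35 nM protein and 100% = DMSO wells with 750 nM protein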
Target sequence (P20393 whole entry, looked up): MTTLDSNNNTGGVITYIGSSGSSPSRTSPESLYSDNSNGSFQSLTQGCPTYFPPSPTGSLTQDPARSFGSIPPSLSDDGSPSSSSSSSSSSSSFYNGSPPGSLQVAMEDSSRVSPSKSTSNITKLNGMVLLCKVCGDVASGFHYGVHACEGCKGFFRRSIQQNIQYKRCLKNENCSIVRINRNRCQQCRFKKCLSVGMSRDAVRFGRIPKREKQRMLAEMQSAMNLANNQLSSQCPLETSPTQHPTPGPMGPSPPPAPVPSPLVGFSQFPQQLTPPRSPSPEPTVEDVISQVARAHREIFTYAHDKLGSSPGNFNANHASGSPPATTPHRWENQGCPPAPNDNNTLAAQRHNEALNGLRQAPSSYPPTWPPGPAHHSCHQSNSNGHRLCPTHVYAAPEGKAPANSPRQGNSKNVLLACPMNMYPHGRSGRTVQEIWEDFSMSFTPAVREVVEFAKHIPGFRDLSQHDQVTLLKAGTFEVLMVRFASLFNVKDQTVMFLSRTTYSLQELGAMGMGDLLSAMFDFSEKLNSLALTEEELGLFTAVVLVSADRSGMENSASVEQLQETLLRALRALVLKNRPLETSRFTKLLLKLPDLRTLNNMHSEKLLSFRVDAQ
SMARCA2 activ: SMARCA2 function activation, primary screen; 370,000 compounds, 1% hits; MG213 cells, MMTV-luciferase reporter, dexamethasone, overnight; activation, % at 9.1 µM; in the data active = activation above about 7.8%;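 note: 0% = vehicle wells and 100% = reference activator wells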
mABHD4 FP: inhibits mouse alpha/beta hydrolase domain 4. AID 720543. 370,000 compounds, 0.54% hits. Q8VD66. purified mABHD4, FP-Rh probe fluorescence polarization. inhibition, % at 8.92 µM;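 active = inhibition exceeding the mean over every tested compound plus 3 SD, cut at about 30% in these data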;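 note: 0% = plate median of compound wells and 100% = S159A mutant with DMSO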
Target sequence (Q8VD66 whole entry, looked up, the tested form may be a part): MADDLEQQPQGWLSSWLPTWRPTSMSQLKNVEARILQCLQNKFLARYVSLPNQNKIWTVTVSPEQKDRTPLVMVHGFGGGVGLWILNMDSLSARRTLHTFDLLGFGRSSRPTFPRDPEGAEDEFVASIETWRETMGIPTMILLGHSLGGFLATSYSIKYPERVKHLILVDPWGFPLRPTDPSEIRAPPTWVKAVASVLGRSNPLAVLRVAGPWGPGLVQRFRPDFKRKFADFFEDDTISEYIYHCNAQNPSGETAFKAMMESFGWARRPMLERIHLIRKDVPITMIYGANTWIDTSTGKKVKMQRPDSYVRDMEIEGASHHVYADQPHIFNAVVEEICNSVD
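Test system: mouse ABHD4 enzyme, wild type. Reagent: FP-Rh fluorescent activity-based probe, added after compound pre-incubation. Timing: pre-incubation 45 min, probe exposure 60 min, at 25 °C. Technique: FP readout, ex 525 nm / em 598 nm. Benchmarks: high control S159A mutant with DMSO, low control median of compound wells.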
rCAG binder: r(CAG) repeat RNA binding; TO-PRO-1 dye displacement fluorescence; inhibition, % at 3 µM; 370,000 compounds, 1.3% hits; AID 651821;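 active = inhibition above the plate cutoff, the mean of all test compounds on that plate plus 3 SD, cut at about 35% in these data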;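 note: 0% = DMSO alone and 100% = 100 µM mitoxantrone as full dye displacement; higher means more dye released from RNA so lower well fluorescence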
NPR1 activator: GC-A (human) enzyme activation | 370,000 compounds, 0.14% hits | P16066 | activation, % at 10 µM | HEK293 GC-A cells, cGMP TR-FRET, EC30 ANP; 0% at EC30 ANP, 100% saturating ANP; in the data active = activation above about 40%
PG9 Ab binder: binds the HIV-1 gp120 antibody PG9; TR-FRET gp120-PG9 antibody binding; inhibition, % at 6.7 µM; 360,000 compounds, 0.43% hits; AID 624416; in the data active = inhibition above about 8.5%
ASAP1 inh: inhibitors of human ASAP1 ArfGAP activity. 360,000 compounds, 0.19% hits. ASAP1-stimulated ARF1 GTP hydrolysis, GDP FP detection. Q9ULH1. inhibition, % at 16.5 µM; in the data active = inhibition above about 25%;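 note: 0% = vehicle with enzyme and substrate and 100% = no enzyme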
ARFGAP1 inhibitor: inhibits rat ARF GTPase activating protein 1 | Q62848 | Arfgap1-stimulated ARF1 GTP hydrolysis, GDP FP detection | inhibition, % at 16.5 µM | 360,000 compounds, 0.26% hits | AID 651572;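 active = inhibition above a per-plate limit, mean inhibition of low control wells plus 3 SD, cut at about 25% in these data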;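 note: 0% = DMSO wells with enzyme and 100% = wells lacking Arfgap1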
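Material: rat Arfgap1 GAP domain (His6, aa 1-136), purified enzyme. Also added: human ARF1(Δ1-17)-GTP substrate. Compound dosing: 16.5 µM single point, 1.26% DMSO. Timing: enzyme reaction 120 min at 25 °C after 20 min preincubation. Signal: GDP detection by fluorescence polarization. Read-out basis: percent inhibition of GAP-stimulated GDP formation, scaled between DMSO and no-Arfgap1 medians.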
* hit, by the source's call; . = not tested or not shown. Outcome played no part in choosing rows; any-hit rate near 4.4%.

cpd	Molecule	NPR2 activator	HTRA1 inhibitor	NR1D1 modulator	SMARCA2 activ	mABHD4 FP
1	Cc1ccc(/C=N/n2nnnc2N)o1	3	2	-3	-4	12
2	CCc1nc2scc(-c3ccc(C)cc3)c2c(=O)n1N	1	-8	5	2	5
3	Cc1cc(C)cc(C(=O)NCC(=O)OCC(=O)N2CCCC2)c1	2	7	-3	8.5*	11
4	COCCCNC(=O)c1cc2c(=O)n3cccc(C)c3nc2s1	2	0	4	1	0
5	Cc1ccc(NC2CCCCC2NS(=O)(=O)c2ccccc2)c(C)c1 (configuration not stated)	-6	-6	-2	-4	0
6	CCN1CCN(CC(=O)N2c3ccccc3CC2C)CC1 (configuration not stated)	0	1	-4	-3	10
7	C[C@H](CO)N1C[C@H](C)[C@@H](CN(C)C(=O)c2cc(-c3ccccc3)on2)OCc2cn(nn2)CCCC1=O	1	-1	4	-5	1
8	COc1nc(-c2ccccc2)nc(C)c1CC(=O)O	-2	6	-1	0	-5
9	CCOC(=O)CN1C(=O)N(CC)C(C)=C(C(=O)OC)[C@@H]1c1ccccc1	0	3	-1	-1	9
10	COCC(=O)NC1CCN(S(=O)(=O)c2ccc(C(=O)O)cc2)CC1	0	2	3	-2	-4
11	CCOc1ccc2nc(SC3CC(=O)N(c4ccc(OC)cc4)C3=O)sc2c1 (configuration not stated)	-5	7	10	-1	5
12	COc1c(C)cc(C(O)c2ncc(-c3ccccc3C(F)(F)F)[nH]2)cc1C (configuration not stated)	-6	.	-1	-3	3

cpd	rCAG binder	NPR1 activator	PG9 Ab binder	ASAP1 inh	ARFGAP1 inhibitor
1	2	-1	1.6	6	1
2	-4	0	0.6	5	-15
3	2	-1	0.2	9	3
4	0	6	-1.3	6	0
5	1	-2	-1.2	4	7
6	3	4	0.5	2	-12
7	0	1	-1.7	4	-3
8	-1	2	-0.1	-1	-5
9	-7	-5	3.3	-6	-1
10	-1	-1	3.5	4	8
11	1	11	-0.3	-4	14
12	-5	-1	-1.5	7	-1

Structural class: the compounds so far containing sulfur (five)
cpd	Molecule	NPR2 activator	HTRA1 inhibitor	NR1D1 modulator	SMARCA2 activ	mABHD4 FP
2	CCc1nc2scc(-c3ccc(C)cc3)c2c(=O)n1N	1	-8	5	2	5
4	COCCCNC(=O)c1cc2c(=O)n3cccc(C)c3nc2s1	2	0	4	1	0
5	Cc1ccc(NC2CCCCC2NS(=O)(=O)c2ccccc2)c(C)c1 (configuration not stated)	-6	-6	-2	-4	0
10	COCC(=O)NC1CCN(S(=O)(=O)c2ccc(C(=O)O)cc2)CC1	0	2	3	-2	-4
11	CCOc1ccc2nc(SC3CC(=O)N(c4ccc(OC)cc4)C3=O)sc2c1 (configuration not stated)	-5	7	10	-1	5

cpd	rCAG binder	NPR1 activator	PG9 Ab binder	ASAP1 inh	ARFGAP1 inhibitor
2	-4	0	0.6	5	-15
4	0	6	-1.3	6	0
5	1	-2	-1.2	4	7
10	-1	-1	3.5	4	8
11	1	11	-0.3	-4	14

(further entries)
cpd	Molecule	NPR2 activator	HTRA1 inhibitor	NR1D1 modulator	SMARCA2 activ	mABHD4 FP
13	COc1ccccc1C(=O)NC(=O)COC(=O)c1ncc(Cl)c(Cl)c1Cl	9	3	16	-1	6
14	CC(=O)c1cccc(OCC(O)CNCC2COc3ccccc3O2)c1 (configuration not stated)	-2	7	3	4	10
15	C=C(C(=O)Nc1ccccc1)c1ccc(C)cc1	-3	-18	0	0	3
16	CCn1c(SCC(=O)Nc2ccc(C(C)C)cc2)nnc1-c1ccc(C(C)(C)C)cc1	7	.	3	-2	6
17	COc1cc2c(cc1OC)CN(C(=O)Nc1ccccc1)CC2	-2	4	0	2	-5
18	CCOC(=O)c1cc(CC)sc1NC(=O)c1ccc(N2C(=O)CCC2=O)cc1	.	1	.	0	-9
19	COc1ccc(/C=N/Nc2nnc(C)n2N)cc1OC	-1	5	-4	-5	2
20	Cc1ccc([C@H]2C[C@H](n3cc(-c4ccc(F)cc4)nn3)[C@@H](O)CN2CC2CCCCC2)cc1	-2	-64	-1	-4	6
21	COc1ccc(C(CNS(=O)(=O)c2ccccc2)N2CCN(C)CC2)cc1 (configuration not stated)	-10	10	1	-1	4
22	CCOC(=O)C1CCN(C(=O)COc2ccc(Cl)cc2Cl)CC1	4	3	2	-5	-7
23	CCOC(=O)Cn1nc(C)c(NC(=O)CCc2ccccc2)c1C	1	-5	7	1	-3
24	CCCS(=O)(=O)Nc1c(C(=O)O)[nH]c2ccccc12	-1	8	-1	0	3

cpd	rCAG binder	NPR1 activator	PG9 Ab binder	ASAP1 inh	ARFGAP1 inhibitor
13	1	5	-0.9	-9	1
14	-4	3	-0.9	13	-3
15	-3	1	0.1	6	-6
16	0	2	.	.	.
17	-5	-3	-1.8	9	-2
18	3	.	-1.4	-9	14
19	-3	-1	-3.4	14	4
20	4	-6	-1.2	11	-6
21	-8	1	1.3	2	-3
22	-7	7	1.8	-15	-7
23	-3	-2	-2.3	5	-1
24	1	2	-1.3	0	3

(continued)
cpd	Molecule	NPR2 activator	HTRA1 inhibitor	NR1D1 modulator	SMARCA2 activ	mABHD4 FP
25	COc1ccc(NC(=O)CC2C(=O)N(c3ccc(OC)cc3)C(=O)N2CCN2CCN(C)CC2)cc1 (configuration not stated)	-5	6	2	-2	1
26	CC(C)C1Nc2c(C(=O)O)cccc2C(Nc2ccccc2C(=O)O)C1(C)C (configuration not stated)	2	7	1	-4	5
27	O=C(Nc1ccccc1C(F)(F)F)c1cc(-c2cccc(O)c2)on1	1	-5	-4	1	0
28	COC(=O)c1[nH]c2cc(C)ccc2c1NC(=O)CN1CCCc2ccccc21	-2	13	-13	3	4
29	CC(NC(=O)c1ccc(S(=O)(=O)NCc2ccco2)cc1)c1ccc(F)cc1 (configuration not stated)	-1	-3	-7	3	3
30	CC(=O)c1ccc(OC2(C)CCN(Cc3cc4ccccc4[nH]3)C2)cc1 (configuration not stated)	-11	.	0	2	6
31	CC(=O)c1cccc(NC(=O)NC2CCCCCCC2)c1	2	-7	-5	1	-7
32	Cc1cc(F)ccc1NCc1ccc([N+](=O)[O-])cc1	1	5	-1	0	-2
33	CN1CCN(c2ccc(S(=O)(=O)N3CCCCC3)cc2NC(=O)c2ccc(C#N)cc2)CC1	-3	8	1	-2	-1
34	CCc1nnc(NC(=O)NC(C)(C)C)s1	0	7	-1	2	6
35	C=C(C)CNC(=S)N/N=C/c1ccco1	0	-2	-3	-3	-1
36	Nc1cc(C(F)(F)F)cc2c1SCC(=O)N2	2	20	-4	0	0

cpd	rCAG binder	NPR1 activator	PG9 Ab binder	ASAP1 inh	ARFGAP1 inhibitor
25	0	4	-0.4	-5	-14
26	12	7	-2.6	-5	-11
27	0	-1	0.1	10	15
28	10	-3	-2.0	2	4
29	1	-1	-2.2	13	14
30	-1	-15	0.0	-7	2
31	-6	4	-0.9	1	17
32	-2	4	-0.5	5	-1
33	-2	-1	0.0	-10	-4
34	2	1	0.6	-8	-16
35	-4	2	-2.5	-6	-8
36	0	1	-2.0	-5	9

Just ARFGAP1 inhibitor and SMARCA2 activ, for two of the compounds above:
cpd	smiles	ARFGAP1 inhibitor	SMARCA2 activ
35	C=C(C)CNC(=S)N/N=C/c1ccco1	-8	-3
36	Nc1cc(C(F)(F)F)cc2c1SCC(=O)N2	9	0

(listing goes on)
cpd	Molecule	NPR2 activator	HTRA1 inhibitor	NR1D1 modulator	SMARCA2 activ	mABHD4 FP
37	N#Cc1ccccc1CN1C(=O)S/C(=C/c2cccn2-c2cccc(C(=O)O)c2)C1=O	-1	-36	-22	-1	-4
38	O=C(N/C=C\n1cnc2cc(C(F)(F)F)ccc21)c1ccc([N+](=O)[O-])cc1	-4	-1	5	1	-1
39	O=C(CN1C(=O)NC2(CCCC2)C1=O)OCCOc1ccc(Cl)cc1Cl	-2	12	4	0	-6
40	CC(OC(=O)c1ccc(Cl)c(S(=O)(=O)N2CCc3ccccc32)c1)C(=O)Nc1ncc(Cl)cc1Cl (configuration not stated)	6	-18	-5	-1	-8
41	S=C(Nc1ccc(Br)cc1)N1CCN(C2CCCCC2)CC1	0	3	-3	-2	5
42	Cc1[nH]n(-c2ccccc2)c(=O)c1/C=C1\C=NN=C1c1ccccc1	-5	-2	-4	0	-10
43	O=C(c1cccc(-n2cnnn2)c1)N1CCOCC1	-6	-9	1	0	-2
44	Cc1cccc(CS(=O)(=O)c2ncc(Cl)c(C(=O)NCc3ccc4c(c3)OCO4)n2)c1	18	-1	2	-10	-1
45	O=C(O)c1cccc(S(=O)(=O)N2Cc3ccccc3C2)c1	-3	0	0	-1	10
46	COc1ccc(C)cc1NC(=O)NC1CC(=O)N(c2ccc3c(c2)OCCO3)C1 (configuration not stated)	-4	1	2	-3	3
47	CCCCN1C2CCCC1CC(NC(=O)c1cccc(Cl)c1)C2 (configuration not stated)	-1	9	0	-1	-1
48	CCn1nnc2cc(C(=O)Nc3cc(OC)cc(OC)c3)ccc21	-2	-16	5	2	-13
49	CCN(CC)C(=O)C1CCCN(Cc2sccc2C)C1 (configuration not stated)	1	6	-2	-2	5
50	CN1CCN(S(=O)(=O)c2ccc(Br)c3nsnc23)CC1	-1	-1	1	-1	1

cpd	rCAG binder	NPR1 activator	PG9 Ab binder	ASAP1 inh	ARFGAP1 inhibitor
37	58*	-9	-0.6	-4	5
38	0	-11	-1.9	4	3
39	-5	8	-1.7	8	-8
40	7	2	-3.7	6	13
41	-2	0	-0.6	5	5
42	6	0	0.6	-14	-5
43	0	3	1.0	-14	1
44	1	22	3.2	-4	0
45	15	4	0.2	13	5
46	2	1	0.2	4	-8
47	4	-7	-1.5	-2	-1
48	-3	0	1.6	-10	1
49	0	3	0.6	-10	0
50	-2	-2	2.4	4	8
